MrgX1 antag: human MrgX1 receptor antagonism, primary screen; Q96LB2; MRGX1-HEK293 calcium flux, Fluo-4, BAM8-22 antagonism; active compounds read low; B-score at 10 µM; 1.3% of 310,000 active;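 active = calcium-response B-score plate-corrected more than 3 library SD below zero, starting fluorescence within 5 deviations, no agonist response on first addition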;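 note: peak minus trough fluorescence over baseline after final BAM8-22 challenge near maximal dose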
TRPC4 PAM: allosterically enhances the mouse TRPC4 cation channel. HEK293 TRPC4beta/mu-opioid, DAMGO EC20, Fluo-4 Ca2+ flux; active compounds read high. 0.42% of 310,000 active. Q9QUQ5. B-score at 10 µM;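 active = B-score of calcium response area above 5 SD of library B-scores, with initial fluorescence ratio within 5 SD of library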;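 note: B-score of integrated fluorescence ratio over time as area under calcium response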
ANO1 activ: mouse TMEM16A channel activation, primary screen | Q8BHY3 | HEK293 TMEM16A/YFP-H148Q/I152L, iodide quench fluorescence; active compounds read low | B-score at 10 µM | 0.3% of 340,000 active | AID 623877;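 active = fluorescence-ratio B-score plate-corrected deviation score at least 3 library SD below zero, with starting fluorescence score within 5 deviations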;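 note: channel opened by trigger with iodide after compound preincubation; score built on the fluorescence ratio of max minus min over baseline; more negative score means more quench and so TMEM16A activation or potentiation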
Target sequence (Q8BHY3 whole entry, looked up): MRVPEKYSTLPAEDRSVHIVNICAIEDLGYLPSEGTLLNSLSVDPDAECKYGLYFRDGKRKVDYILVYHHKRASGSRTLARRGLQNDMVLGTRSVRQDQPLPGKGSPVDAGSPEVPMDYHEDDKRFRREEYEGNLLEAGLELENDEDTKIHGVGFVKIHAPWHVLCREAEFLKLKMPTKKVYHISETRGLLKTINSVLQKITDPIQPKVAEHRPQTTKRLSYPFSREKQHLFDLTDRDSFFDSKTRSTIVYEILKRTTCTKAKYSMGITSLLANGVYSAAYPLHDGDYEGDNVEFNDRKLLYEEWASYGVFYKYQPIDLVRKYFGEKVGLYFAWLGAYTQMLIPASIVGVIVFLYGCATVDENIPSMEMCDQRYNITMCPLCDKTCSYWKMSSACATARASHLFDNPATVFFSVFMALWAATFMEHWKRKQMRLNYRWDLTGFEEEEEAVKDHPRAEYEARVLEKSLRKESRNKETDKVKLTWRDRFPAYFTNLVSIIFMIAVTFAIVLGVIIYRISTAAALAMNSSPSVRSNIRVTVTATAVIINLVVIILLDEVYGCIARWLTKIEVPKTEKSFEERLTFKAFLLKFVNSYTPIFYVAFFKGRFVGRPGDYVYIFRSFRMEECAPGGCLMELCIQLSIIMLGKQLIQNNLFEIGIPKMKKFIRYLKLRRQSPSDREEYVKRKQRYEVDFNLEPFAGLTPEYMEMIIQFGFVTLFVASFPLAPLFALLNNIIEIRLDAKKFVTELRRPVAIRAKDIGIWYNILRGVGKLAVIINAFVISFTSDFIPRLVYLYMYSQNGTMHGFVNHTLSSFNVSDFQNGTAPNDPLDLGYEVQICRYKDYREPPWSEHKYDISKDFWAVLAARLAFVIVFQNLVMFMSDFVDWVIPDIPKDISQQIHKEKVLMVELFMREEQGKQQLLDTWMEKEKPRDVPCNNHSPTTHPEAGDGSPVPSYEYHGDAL
ANO1 block: inhibitors of mouse TMEM16A calcium-activated chloride channel. normalized B-score (activity score, 25-100; higher = stronger inhibition) at 10 µM. 1.2% of 310,000 active. Q8BHY3. HEK293 TMEM16A/YFP iodide influx fluorescence, ionomycin. AID 588511;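 active = ratio plate-corrected score three or more library SD toward inhibition, starting fluorescence score within five deviations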;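 note: score derived from kinetic fluorescence span divided by baseline fluorescence per well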
TRPC4 inh: TRPC4 (mouse) channel inhibition; Q9QUQ5; HEK293 TRPC4beta/mu-opioid, DAMGO-evoked Fluo4 calcium flux; active compounds read low; B-score at 10 µM; 0.39% of 300,000 active; AID 2247;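 active = B-score over 3 SD under the library average, no early fluorescence shift, positive overall ratio signal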
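Material: HEK293 cells with stable TRPC4beta plus mu-opioid receptor expression / Probe or stimulus: DAMGO in two steps, submaximal then maximal / Compound: single concentration per test compound / Technique: kinetic Fluo4 fluorescence imaging of calcium influx / Read-out: per-well B score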
RGS4 inh: inhibitors of human RGS4; HEK293 M3R/RGS4 inducible, Fluo-4 calcium flux; active compounds read high; triggered by carbachol at its EC20; 0.45% of 310,000 active; B-score at 10 µM; AID 463165; P49798;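 active = B-score, a plate-corrected calcium signal, over three deviations above library mean, with baseline fluorescence within five deviations of library mean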;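 note: RGS4 expression induced by doxycycline in cells with stable M3 receptor; B-score is computed from the integrated fluorescence ratio over baseline after carbachol; higher B-score means a larger calcium signal and so more RGS4 inhibition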
TRPC6 inhibitor: inhibitors of mouse TRPC6 channel | 1.1% of 310,000 active | Q61143 | AID 2553 | HEK293-TRPC6, membrane potential dye, ACh-evoked depolarization; active compounds read low | B-score at 10 µM;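 active = B-score under library mean minus 3 SD, initial fluorescence not abnormally high, positive integrated signal ratio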;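 note: B-score derived from integrated fluorescence ratio over the kinetic read; more negative B-score means stronger inhibition of depolarization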
TRPC6 activator: activators of mouse TRPC6 channel; HEK293-TRPC6 membrane potential dye fluorescence; active compounds read high; B-score at 10 µM; 0.13% of 310,000 active; AID 2550;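 active = B-score of the integrated fluorescence ratio above library mean plus 3 SD, and starting fluorescence ratio within library mean plus 5 SD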;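 note: higher score means more depolarization so channel activation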
TRPC4 agonist: opens the mouse TRPC4 cation channel. B-score at 10 µM. 0.49% of 310,000 active. HEK293 TRPC4beta/mu-opioid, Fluo4 calcium fluorescence; active compounds read high;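 active = B-score above 5 SD of library B-scores, and initial fluorescence ratio not above library mean plus 5 SD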;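 note: positive B-score marks a calcium rise read as TRPC4 activation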
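Incubation: 45 min room-temperature Fluo4 loading, 110 s read / System: HEK293 cells stably co-expressing mouse TRPC4beta and mu-opioid receptor / Signal: Fluo4 fluorescence, kinetic / Control set: buffer (low) and maximal DAMGO (high) / Measure: integrated baseline-normalised fluorescence ratio, converted to per-well B score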
MrgX1 agonist: activates human MrgX1 receptor signaling; MrgX1-HEK293 cells, Fluo-4 calcium fluorescence, agonist mode; active compounds read high; AID 588627; 0.44% of 310,000 active; Q96LB2; B-score at 10 µM;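 active = calcium response B-score plate-corrected fluorescence ratio at least 3 library SD, with starting fluorescence B-score inside 5 SD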
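Test system: HEK293 cells stably expressing human MrgX1 receptor; Input: fifteen thousand cells per well; Dosing: compound delivered in addition one of three; Schedule: overnight seeding, then 1 h dark dye loading; Technique: Fluo-4 NW calcium fluorescence; Measure: B-scored fluorescence response ratio; Controls: positive and negative controls per plate.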
MrgX1 PAM: human MrgX1 positive allosteric modulation, primary screen | B-score at 10 µM | Q96LB2 | 0.63% of 310,000 active | MrgX1-HEK293, Fluo-4 calcium flux, FDSS; active compounds read high;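 active = plate-corrected calcium response at least 3 library SD above typical, normal starting fluorescence, not activating the receptor alone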;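 note: compound read alongside a low EC10 to EC30 dose of BAM8-22 agonist; peak minus trough fluorescence over baseline measured at the second addition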
* hit, by the source's call; i = inactive; / = not tested or not shown.

SMILES	MrgX1 antag	TRPC4 PAM	ANO1 activ	ANO1 block	TRPC4 inh	RGS4 inh	TRPC6 inhibitor	TRPC6 activator	TRPC4 agonist	MrgX1 agonist	MrgX1 PAM
CCOc1ccc(/C=C(/NC(=O)c2ccc(Cl)cc2)C(=O)O)cc1OCC	i	i	i	i	i	i	i	i	i	i	i
Cc1[nH]c2c(Br)cccc2c1[C@H]1[C@@H](CC#N)C1(C)C	i	i	i	i	i	i	i	i	i	i	i
CC(C)(C)C(=O)C[n+]1ccc(C(N)=O)cc1	i	i	i	i	i	i	i	i	i	i	i
CCCCc1cc(=O)oc2cc(OCC(=O)NCc3ccccn3)ccc12	i	i	i	i	i	i	i	i	i	i	i
CN(C)S(=O)(=O)c1ccc(NC(=O)N2CCN(c3ccccc3)CC2)cc1	i	i	i	i	i	i	i	i	i	i	i
C=CCOc1ccc(CNc2nccs2)cc1OC	i	i	i	i	i	i	i	i	i	i	i
NC(=O)c1ccc(NC(=O)c2cncn2-c2ccccc2)cc1	i	i	i	i	i	i	i	i	i	i	i
Cc1ccc(S(=O)(=O)NNC(=O)c2cccc(O)c2)cc1	-6.53*	i	i	i	i	i	i	i	i	i	i
COc1ccc(CNS(=O)(=O)c2ccc3c(c2)N(C(C)=O)CCO3)cc1	i	i	i	i	i	i	i	i	i	i	i
O=C(O)CCc1ccc(-c2cccs2)n1NC(=O)c1ccco1	i	i	i	i	i	i	i	i	i	i	i
C/C(=C\C(=O)c1ccc(Cl)cc1Cl)N(C)C	i	i	i	i	i	i	i	i	i	i	i
COc1ccc(C(=O)NCCc2cc3ccc(C)c(C)c3[nH]c2=O)cc1OC	i	i	i	i	i	i	i	i	i	i	i
COc1ccccc1C(=O)C(O)c1ccccc1OC (configuration not stated)	i	i	i	i	i	i	i	i	i	i	i
O=C(Nc1ccccc1)/C(=C/c1ccccc1)c1ccccc1	i	i	i	i	i	i	i	i	i	i	i
O=S(=O)(NCCSc1ccccc1)c1ccc2c(c1)OCCO2	i	i	i	i	i	i	i	i	i	i	i
COc1ccc(-c2noc(CN3CCC(Cc4ccccc4)CC3)n2)cc1	i	i	i	i	i	i	i	i	i	i	i
CC(C)(C)NC(=O)CSc1nc2ccc(Nc3nc(N4CCOCC4)nc(N4CCOCC4)n3)cc2s1	i	i	i	i	i	i	i	i	i	i	i
COCCN(C(=O)c1snc(C(N)=O)c1N)C(C(=O)NC1CCCCC1)c1ccc(OC)c(OC)c1 (configuration not stated)	i	i	i	i	i	i	i	i	i	i	i
O=C(Oc1ccc(/C=N/NC(=O)c2ccccc2O)cc1)c1ccccc1	i	i	i	i	i	i	i	i	i	i	i
Cc1ccccc1NC(=O)CSc1nc2ncc(Cl)cc2[nH]1	i	i	i	i	i	i	i	i	i	i	i
COc1ccc(C(=O)NC(=S)NNC(=O)COc2ccccc2)cc1	i	i	i	i	i	i	i	i	i	i	i
O=C(C1CCCN1S(=O)(=O)c1cccc2cccnc12)N1CCc2ccccc21 (configuration not stated)	i	i	i	i	i	i	i	i	i	i	i
C=C(C)CSc1nc2c(c(=O)[nH]c(=O)n2C)n1Cc1ccccc1	-4.82*	i	i	i	i	i	i	i	i	i	i
CNC(=O)CN1C(=O)NC(c2ccccc2)(c2ccccc2)C1=O	i	i	i	i	i	i	i	i	i	i	i
CC1CN=C(NC2CCCCC2C)S1 (configuration not stated)	i	i	i	i	i	i	i	i	i	i	i
NS(=O)(=O)c1ccc(-c2ccc(/C=N/NC(=O)c3ccccc3O)o2)cc1	i	i	i	i	i	i	i	i	i	i	i
CC(=O)c1cccc(N(C(=O)CNC(=O)c2ccco2)C(C(=O)NC2CCCC2)c2ccco2)c1 (configuration not stated)	i	i	i	i	i	i	i	i	i	i	i
O=C(CC1S/C(=N/N=C/C=C/c2ccccc2)NC1=O)Nc1ccc(C(=O)O)cc1 (configuration not stated)	i	i	i	i	i	i	i	i	i	i	i
C/C(=N/NC(=O)CN1CCN(S(=O)(=O)c2ccc(Br)cc2)CC1)c1ccncc1	i	i	i	i	i	i	i	i	i	i	i
COc1nc(C)nc2c1ccc1ccccc12	i	i	i	i	i	i	i	i	i	i	i
CCN(CC)S(=O)(=O)N1CCC(C(=O)NC(C)CCc2ccccc2)CC1 (configuration not stated)	i	i	i	i	i	i	i	i	i	i	i
CN(CC/C=C1/c2ccccc2CSc2ccccc21)CCCO	i	i	i	i	i	i	i	i	i	i	i
Cc1ccc(S(=O)(=O)N2CC(C(=O)O)=CC[C@H]2c2ccc3c(c2)OCO3)cc1	i	/	i	i	/	/	/	/	/	i	i
COc1ccc(NC(=S)Nc2ccc3nsnc3c2)cc1	i	i	i	i	i	i	i	i	i	i	i
CC1Sc2n(c3ccccc3[n+]2C)N=C1c1ccccc1 (configuration not stated)	i	i	i	i	i	i	i	i	i	i	i
O=C(NS(=O)(=O)Nc1ccc(Br)cn1)c1c[nH]c2ccccc12	i	i	i	i	i	i	i	i	i	i	i
C#CCOCCOCCOCCNc1nc(N2CCOCC2)nc(N2CCN(C(=O)[C@H]([C@@H](C)CC)n3cc(CCCCN)nn3)CC2)n1	i	i	i	i	i	i	i	i	i	i	i
CN1CCN(C(=O)c2cnn(-c3ccccc3)c2NC(=O)c2ccccc2Cl)CC1	i	i	i	i	i	i	i	i	i	i	i
Cc1cc(OC(=O)c2ccccc2Cl)c([N+](=O)[O-])c(=O)[nH]1	i	i	i	i	i	i	i	i	i	i	i
CCCC(=O)Nc1sc2c(c1C(=O)OCC)CC(C)(C)OC2	i	i	i	i	i	i	i	i	i	i	i
CCOC(=O)CCCCC(=O)c1[nH]c(=O)[nH]c1C[n+]1ccccc1	i	i	/	i	i	i	i	i	i	i	i
O=C(c1ccc2c(c1)OCO2)C1CCCN(Cc2cccn2-c2cccnc2)C1 (configuration not stated)	i	i	i	i	-6*	i	i	i	i	i	i
CN(C)CCCn1c2c(c(SCC(=O)Nc3cccc4ccccc34)nc1=O)CCC2	i	i	i	i	i	i	i	i	i	i	i
Cc1ccc(-n2c(SCC(=O)NCC3CCCO3)nnc2-c2ccoc2C)cc1 (configuration not stated)	i	i	i	i	i	i	i	i	i	i	i
O=C(COC(=O)CCC(=O)c1ccc(F)cc1)Nc1ccc(F)cc1F	i	i	i	i	i	i	i	i	i	i	i
Cc1ncc([N+](=O)[O-])n1CC(=O)Nc1cccc(C(F)(F)F)c1	i	i	i	i	i	i	i	i	i	i	i
C/C(=N\NC(=O)c1cccc(S(=O)(=O)N2CCCCC2)c1)c1ccc(C)o1	i	i	i	i	i	i	i	i	i	i	i
COc1cccc(-n2nc(C#N)c(Cl)cc2=O)c1	/	i	i	/	i	i	i	i	i	/	/
O=C(COC(=O)c1ccccc1Cl)NC(=O)NCc1ccccc1	i	i	i	i	i	i	i	i	i	i	i
O=C(CSc1ncn(-c2ccccc2)n1)Nc1nncs1	i	i	i	i	i	i	i	i	i	i	i

Later entries
SMILES	MrgX1 antag	TRPC4 PAM	ANO1 activ	ANO1 block	TRPC4 inh	RGS4 inh	TRPC6 inhibitor	TRPC6 activator	TRPC4 agonist	MrgX1 agonist	MrgX1 PAM
COCCCNC(=O)c1ccc(CS(=O)(=O)c2cccc(C(F)(F)F)c2)o1	i	i	i	i	i	i	i	i	i	i	i
Cc1ccc(/C(O)=C2\C(=O)C(=O)N(c3cc(C)on3)C2c2cccc(Cl)c2)cc1 (configuration not stated)	i	i	i	i	i	i	i	i	i	i	i
CCOc1cc(C)nc(N2CCN(C3CCCCC3)CC2)n1	i	i	i	i	i	i	i	i	i	i	i
O=C(COC(=O)c1ccc2c(=O)n3c(nc2c1)CCC3)Nc1ccc(OC(F)F)cc1	i	i	i	i	i	i	i	i	i	i	i
CCOc1ccc(NC2=NC(C(=O)NCc3ccccc3)CC(=O)N2)cc1 (configuration not stated)	i	i	i	i	i	i	i	i	i	i	i
CCOCC(=O)Nc1ccc(S(=O)(=O)NCCc2ccccc2)cc1	i	i	i	i	i	i	i	i	i	i	i
Cc1ccc(NC(=O)/C=C\C(=O)NCC(=O)O)cc1	i	i	i	i	i	i	i	i	i	i	i
O=C(Nc1ccc(Cl)cc1)C(Cl)C(=O)c1ccccc1 (configuration not stated)	i	i	i	i	i	i	i	i	i	i	i
COc1ccc(N/C(=N/c2nc(C)cc(C)n2)NC(=O)c2ccccc2)cc1	i	i	i	i	i	i	i	i	i	i	i
CCOc1ccc(CCNC(=O)COC(=O)c2nn(C)c(=O)c3ccccc23)cc1OCC	i	i	i	i	i	i	i	i	i	i	i
O=C(CCS(=O)(=O)c1ccc(Br)cc1)Nc1ccc(Br)cc1F	i	i	i	i	i	i	i	i	i	i	i
Cc1nc2c3cnn(-c4ccccc4)c3ncn2n1	i	i	i	i	i	i	i	i	i	i	i
Cc1ccc(NC(=O)C2CCN(S(C)(=O)=O)CC2)cc1C	i	i	i	i	i	i	i	i	i	i	i
Cc1cccc(NC(=S)N(CCCN(C)C)Cc2cc3cc4c(cc3[nH]c2=O)OCO4)c1	i	i	i	i	i	i	i	i	i	i	i
CC(C)C[C@H](NC(=O)c1[nH]cnc1C(=O)Nc1ccc(CNC(=O)OC(C)(C)C)cc1)C(=O)OC(C)(C)C	i	i	i	i	i	i	i	i	i	i	i
CC(C)c1ccc(/C=c2\sc3nc(-c4ccncc4)nn3c2=O)cc1	i	i	i	i	i	i	i	i	i	i	i
O=c1c(C=NCCCn2ccnc2)c(-c2ccccc2)[nH]n1-c1nc2ccccc2s1	i	i	i	i	i	i	i	i	i	i	i
O=C(O)Cc1sc(-c2ccccc2)nc1-c1ccccc1	i	i	i	i	i	i	i	i	i	i	i
O=c1c2ccccc2n2c(-c3ccc(F)cc3)nnc2n1Cc1ccccc1	i	i	i	i	i	i	i	i	i	i	i
COc1cc2c(cc1OC)CN(C(=O)C1CCN(S(=O)(=O)c3ccccc3F)CC1)CC2	i	i	i	i	i	i	i	i	i	i	i
